Compound activity (PubChem)
ERK EGF inh: EGF-driven ERK pathway inhibition. HEK293-V1b, EGF-stimulated phospho-ERK AlphaScreen. Potency, µM (titrated, usually from 11.5 µM), for the others: top-dose activity change, negative = inhibition, hits mostly inhibitors. 130,000 tested, 0.41% active; active means well fitted inhibition curve with a large enough effect; inconclusive means small, poorly fitted or top-dose-only effect, or effect the other way;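 further: plate controls were stimulated vehicle wells for no effect and unstimulated vehicle basal for full effect; nearly all actives have a fitted effect of over 55% in size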
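Homogeneous cell-based phospho-ERK assay: HEK293/V1b cells in 1% FBS, compound 30 min then EGF 5 min, AlphaScreen luminescence. Activity normalized between DMSO and 25 nM EGF controls; AC50 from Hill modelling.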
* = called active by the depositor; ? = inconclusive; [ ] = another dose, or the depositor's remark. Potency means the concentration at half of the fitted maximal effect.

SMILES | ERK EGF inh
COc1cc(/C=C2\SC(=S)N(C(C(=O)O)c3ccccc3)C2=O)cc(OC)c1OC (stereo not given) | -5%[57.5 µM]
COC(=O)Nc1ccc(S(=O)(=O)N2CCCC(C(=O)N3CCOCC3)C2)cc1 (stereo not given) | -28%[57.5 µM]
CC(C)CC(=O)Nc1nnc(SCC(=O)NCc2ccco2)s1 | -5%
O=C(COc1ccc(Cl)cc1Cl)N1CCN(c2ccccn2)CC1 | -8%
CCOc1ccc(CCNC(=O)C2CCCN2C(=O)OCc2ccccc2)cc1OCC (stereo not given) | -7%
COc1ccc(C(=O)CSc2nc(C(C)(C)C)nc3ccccc23)cc1 | -6%
COc1ccc(CNn2c(-c3cccs3)nc3ccccc3c2=O)cc1OC | 4%
O=C1CCCC/C1=C\Nc1ccc(C(=O)O)c(O)c1 | 18%[57.5 µM]
O=c1cc(-c2ccc(O)cc2)oc2ccccc12 | -11%[57.5 µM]
COc1ccc(CCNC(=O)Cn2cccc2C(=O)c2ccccc2)cc1OC | 5%
CC(C)c1ccc(/C=N/NC(=O)c2ccccn2)cc1 | 3%[57.5 µM]
COC(=O)[C@H](Cc1ccccc1)NC(=O)O[C@@H]1C(=O)c2ccc(OC)cc2O[C@H]1c1ccc2c(c1)OCO2 | -10%
O=C(N/N=C/c1ccco1)c1ccc2nc[nH]c2c1 | 7%[57.5 µM]
COc1cccc(C2C(C#N)=C(C)NC3=C2C(=O)CC(C)(C)C3)c1 (stereo not given) | -2%
CC(C)C1CC(CCN2CCCCC2)(c2ccccc2)CCO1 (stereo not given) | 6%
CCN(Cc1ccncc1)Cc1cn[nH]c1-c1cc(OC)c(OC)c(OC)c1 | -4%
Cc1cc(NC(=O)CSc2nccn2C)n(-c2ccccc2)n1 | -5%[57.5 µM]
C=C1C2=CC(=O)OC(c3ccoc3)[C@]2(C)CCC1[C@]1(C)C=CC(=O)C(C)(C)C1CC(=O)OC (stereo not given in full) | 18%
CC(C)c1nc(SCC(=O)Nc2c[nH]c(=O)[nH]c2=O)c2cnn(-c3ccccc3)c2n1 | 3%
O=C(CSc1nnc(SCc2cccc3ccccc23)s1)N/N=C/C=C/c1ccccc1[N+](=O)[O-] | -4%
COc1ccc(NC(=O)c2ccc(Oc3ncccn3)cc2)cc1 | -3%
CCCCC(CC)C1OCC(C[N+]2(C)CCOCC2)O1 (stereo not given) | 12%
CN(Cc1ccccc1)S(=O)(=O)c1cccc2nsnc12 | 5%
COc1ccc(OC)c(-c2cc(C(F)(F)F)c3c(n2)sc2c(O)cc(=O)[nH]c23)c1 | 9%
COCC(=O)Nc1ccccc1-c1ccccc1 | 5%
COc1ccc(CNC(=O)CCC(=O)N2CCN(S(=O)(=O)c3ccc(Cl)cc3)CC2)cc1 | 0%
Cc1ccc(NC(=O)C(CC(C)C)NC(N)=O)cc1 (stereo not given) | -9%
N=C1c2ccccc2CN1c1ccc(S(=O)(=O)N2CCCCC2)cc1 | 7%
CN(C)c1nc(Oc2ccc(OCCOc3ccccc3)nn2)nc(N(C)C)n1 | -12%
COc1ccc(CCNC(=O)c2ccc(SC)cc2OC)cc1 | -8%
COC(=O)c1ccc(C23CC4(C2)[C@H](CN(C)[C@@H]4c2ccccc2)C3c2ccc(Cl)nc2)cc1 (stereo not given in full) | -3%
Cc1ccc(-n2nc(-c3ccco3)cc2C(=O)O)c(C)c1 | -4%
COc1ccc(-c2nn(C)c(=O)[nH]2)cc1 | 2%[57.5 µM]
CCNC(=S)N(CCc1ccc(OC)c(OC)c1)Cc1cc2cc(OC)ccc2[nH]c1=O | 4%
COc1ccc(/C=C/C(=O)OCC(=O)Nc2cc3oc4ccccc4c3cc2OC)cc1 | -8%
Cc1ccc(NC(=O)COc2ncnc3sccc23)cc1S(=O)(=O)N(C)C | -10%
CC(=O)c1cccc(CN2CCN(Cc3ccc(C)cc3)C(CCO)C2)c1 (stereo not given) | -12%
CCN(CC(=O)Nc1ccc(OC)c(Cl)c1)CC(=O)NC(C)C | 2%
NS(=O)(=O)c1ccc(NC(=S)NCc2ccc(F)cc2)cc1 | -7%
Cc1ccccc1N1CC(=O)Nc2c(oc3nc(-c4ccccc4)cc(C)c23)C1=O | -5%[57.5 µM]
Cc1ccc(OCC(=O)N(C)CC(=O)Nc2ccc(F)cc2)c([N+](=O)[O-])n1 | 1%
O=C(c1ccc(F)cc1)n1c(=S)nc2ccccn21 | 3%[57.5 µM]
Cc1onc(C(N)=O)c1C(=O)Nc1ncc(C(F)(F)F)cc1Cl | 4%
FC(F)(F)c1ccc(CSc2ccccn2)cc1 | -2%[57.5 µM]
CN(CC(=O)NC1CCCCCCC1)S(=O)(=O)c1cnc[nH]1 | -10%
O=C1CN(C(=O)/C=C/c2ccc(Cl)cc2)c2ccccc2N1 | -6%
O=[N+]([O-])c1ccc(C(O)CN=Cc2ccc(O)cc2O)cc1 (stereo not given) | -7%
CC(=O)Nc1ccc(S(=O)(=O)Nc2nc(-c3ccc(C(C)(C)C)cc3)cs2)cc1 | -2%
CCC1CCCCN1C(=O)Nc1cc(Cl)ccc1OC (stereo not given) | 1%
COc1ccc(N2CCN(CCCNC(=O)C3CCN(S(=O)(=O)N4CCOCC4)CC3)CC2)cc1 | -7%
CCc1nc2sccc2c(=O)n1N | 1%
Cc1ccccc1OCC(=O)NCC(=O)N/N=C/c1cccc([N+](=O)[O-])c1 | -8%
O=C(Nc1ccc(Cl)cc1)N1CCN(c2ccccc2)CC1 | -8%
N#C/C(=C\c1cccc([N+](=O)[O-])c1)c1ccccn1 | -10%
CCC1SC(CC)C(=O)N(CC(=O)NCCc2ccccc2)C1=O (stereo not given) | 2%
CC1(NC(=O)CC[N+](C)(C)CCO)CS(=O)(=O)CC1S(=O)(=O)[O-] (stereo not given) | -1%
Cc1cc(=O)[nH]c(CN2CCOCC2)n1 | -7%
Cc1ccccc1OCC(=O)Nc1ccc(NC(=O)c2ccco2)cc1 | 8%
CN(C)CCCN(C(=O)c1ccco1)c1nc2ccc(Br)cc2s1 | ?
Cc1ccc(C(C)C)c(OCC(=O)NN=C2CCCCCCC2)c1 | 2%

The results go on:
SMILES | ERK EGF inh
CCC1Oc2ccc(C)cc2N(CC(=O)N2CCN(c3ccc(F)cc3)CC2)C1=O (stereo not given) | 1%
O=c1oc2ccccc2c(Nc2cc3ccccc3cc2O)c1[N+](=O)[O-] | 11%
CSc1ccc(CN2CCCC(CO)(Cc3ccccc3)C2)cc1 (stereo not given) | -2%
O=C1c2ccccc2-c2cccc(C(=O)N3CCCCCC3)c21 | 7%
O=C(O)CCNS(=O)(=O)c1cccc(Br)c1 | 24%[57.5 µM]
Cc1ccc2nc(C)c(C(=O)N/N=C/c3ccco3)cc2c1 | -3%
COC(=O)C1=C(C)NC2=C(C(=O)c3ccccc32)C1c1cccc(OC)c1 (stereo not given) | -5%[57.5 µM]
CCN(CC)S(=O)(=O)c1ccc(N2C(=O)Nc3ccccc3N2O)cc1 | 4%
CCCOc1ccc(N/C=C/C(=O)C(C)(C)C)cc1 | -2%
COC1=C(Nc2ccc(C)cc2)C(=O)c2ccccc2C1=O | 11µM*
O=C(Cn1nc(Cc2cccnc2)c2ccccc2c1=O)Nc1cc(F)ccc1F | -11%[57.5 µM]
CCCCCC/C=C\CCCCCCCc1cccc(O)c1C(=O)O | 5%
COc1ccc(S(=O)(=O)N(C)C)cc1NS(=O)(=O)c1ccc(F)c(F)c1F | 13%
O=C(C[n+]1cccc(CNC(=O)c2ccc(OC(F)F)cc2)c1)Nc1cccc(C(F)(F)F)c1 | 4%
O=C(COC(=O)Cc1ccc(Cl)cc1Cl)Nc1ccccc1OC(F)F | 0%
O=C(OCc1cccc([N+](=O)[O-])c1)c1cccnc1 | 24%
CCN(CC)S(=O)(=O)c1cc(NC(=O)Cn2ncc(Cl)c(Cl)c2=O)ccc1C | 20µM*
Fc1cccc(CSc2nc3ncc(Cl)cc3[nH]2)c1 | -13%[57.5 µM]
CCC1(C)CC(CCN(Cc2ccco2)C(C)=O)(c2ccccc2)CCO1 (stereo not given) | 10%
CC(OC(=O)CNC(=O)C12CC3CC(CC(C3)C1)C2)C(=O)Nc1ccc(S(N)(=O)=O)cc1 (stereo not given) | -5%
Cc1ccc(C(=O)NNC(=O)c2cccc(S(=O)(=O)N3CCN(c4ccccc4)CC3)c2)cc1 | 23%
Cc1cccc(C(=O)N2CCC(Cc3ccccc3)CC2)c1[N+](=O)[O-] | -6%
C[C@H](N=C1NS(=O)(=O)c2ccccc21)C(=O)OCc1cc([N+](=O)[O-])cc2c1OCOC2 | ?
C=CCOc1cccc(/C=N/NC(=O)CN(c2cc(Cl)ccc2OC)S(=O)(=O)c2ccc(C)c([N+](=O)[O-])c2)c1 | 6%
C/C(=N\NC(=O)c1nc2ccccn2c1C)c1ccco1 | -9%
CC(C)(C)c1ccc(/C=C2\SC(=O)N(CCNC(=O)c3cccc(S(=O)(=O)N4CCOCC4)c3)C2=O)cc1 | 6%
CCCCCCCCn1c2c(c(=N)c3ccccc31)CCC2 | -9%
COC(=O)N/N=C(\C)c1ccc(C)c([N+](=O)[O-])c1 | 10%
COc1ccccc1NC(=O)CN(Cc1ccco1)C(=O)c1cncc(Br)c1 | -17%[57.5 µM]
CC(C)NC(=O)Cn1cc(C(=O)C2CC2)c2ccccc21 | 2%
CCOC(=O)c1c(CCl)nc2ccccc2c1-c1ccccc1 | -7%[57.5 µM]
O=C(Nc1ncccc1O)c1c(O)c2ccccc2[nH]c1=O | 2%[57.5 µM]
C(=N\Nc1nc2ccccc2[nH]1)/c1c[nH]c2ccccc12 | 1%
CC(=O)c1sc(C(C)(C)C)cc1NC(=O)/C=C/C(=O)O | 4%[57.5 µM]
CCCCCC(=O)NNC1CC(=O)N(c2cccc(OCC)c2)C1=O (stereo not given) | -3%[57.5 µM]
CCCn1cc(CN2CCC(Cc3cccc(F)c3)(C(=O)OCC)CC2)c(C)n1 | 3%[57.5 µM]
CCCCCCCCNC(=O)CC(NS(=O)(=O)c1ccc(NC(C)=O)cc1)C(C)C (stereo not given) | 9%
Cn1c(CN2CCOCC2)nnc1SCc1cccc(F)c1 | 8%
COC(=O)[C@H](CC(C)C)NC(=O)Nc1cccc(Br)c1 | -12%
Nn1c(Cc2ccccc2)n[nH]c1=S | -9%
COc1ccc2c(c1)N(C(=O)CN1C(=O)C3CCCCC3C1=O)C(C)(C)C=C2C (stereo not given) | 0%
CCOC(=O)N1CCC(=NNc2ccnc3cc(Cl)ccc23)CC1 | 0%
O=C(CSc1nnc2scc(-c3ccccc3)n12)NCc1ccco1 | -8%
CC(C)=N/N=C(\N)SCc1ccccc1 | 2%[57.5 µM]
O=C(O)COc1ccccc1/C=N/NC(=O)CSc1nnc(SCc2cccc3ccccc23)s1 | -2%[57.5 µM]

Of the compounds above, 2 contain a cyano group.
SMILES | ERK EGF inh
COc1cccc(C2C(C#N)=C(C)NC3=C2C(=O)CC(C)(C)C3)c1 (stereo not given) | -2%
N#C/C(=C\c1cccc([N+](=O)[O-])c1)c1ccccn1 | -10%

Later entries.
SMILES | ERK EGF inh
N#Cc1ccccc1Cn1cc(C#N)c2ccccc21 | 0%
Cc1cccc(NC(=S)/N=C(\N)Nc2nc(C)c3ccccc3n2)c1 | 7%
O=C(NC(=S)Nc1c(F)cc(F)cc1Br)c1ccc2c(c1)OCCO2 | -11%
COc1ccccc1NC(=S)N/N=C1\CC(C)(C)Oc2ccc(O)cc21 | -6%
COc1ccc(-n2c(C)nc3sc4c(c3c2=O)CCC4)cc1 | -6%
COc1ccc(C(=O)NCc2cc(C)nc3ccccc23)cc1OC | 9%
O=S(=O)(c1cccc(NC(=S)NCc2ccco2)c1)N1CCOCC1 | 10%
COC(=O)[C@@]1(Cc2ccc(F)cc2)[C@H]2c3cc(C(=O)N(C)C)n(CCCNc4ccc(C(F)(F)F)cc4Cl)c3C[C@H]2CN1C(=O)c1ccccc1 | 7%
CC(NCc1cccc(S(=O)(=O)N(C)C)c1)c1ccc(F)cc1 (stereo not given) | -11%[57.5 µM]
O=C(NNC1CC(=O)N(c2ccccc2)C1=O)c1ccccc1Cl (stereo not given) | -2%[57.5 µM]
CCOC(=O)C1=C(c2ccccc2)NC(SC)=C(C#N)C1c1cccnc1 (stereo not given) | -5%
CCOC(=O)c1sc(=S)n(CC)c1NC(=O)c1ccccc1 | 11%[57.5 µM]
CCOc1cc(/C=N/N2CCOCC2)ccc1OCc1ccc(C(=O)OC)o1 | 0%
O=C(c1ccc(Br)o1)N1CCCc2ccccc21 | -10%

Compounds from the list above that contain two or more sulfur atoms, in the order listed:
SMILES | ERK EGF inh
COc1cc(/C=C2\SC(=S)N(C(C(=O)O)c3ccccc3)C2=O)cc(OC)c1OC (stereo not given) | -5%[57.5 µM]
CC(C)CC(=O)Nc1nnc(SCC(=O)NCc2ccco2)s1 | -5%
O=C(CSc1nnc(SCc2cccc3ccccc23)s1)N/N=C/C=C/c1ccccc1[N+](=O)[O-] | -4%
CN(Cc1ccccc1)S(=O)(=O)c1cccc2nsnc12 | 5%
Cc1ccc(NC(=O)COc2ncnc3sccc23)cc1S(=O)(=O)N(C)C | -10%
NS(=O)(=O)c1ccc(NC(=S)NCc2ccc(F)cc2)cc1 | -7%
CC(=O)Nc1ccc(S(=O)(=O)Nc2nc(-c3ccc(C(C)(C)C)cc3)cs2)cc1 | -2%
CC1(NC(=O)CC[N+](C)(C)CCO)CS(=O)(=O)CC1S(=O)(=O)[O-] (stereo not given) | -1%
COc1ccc(S(=O)(=O)N(C)C)cc1NS(=O)(=O)c1ccc(F)c(F)c1F | 13%
CC(C)(C)c1ccc(/C=C2\SC(=O)N(CCNC(=O)c3cccc(S(=O)(=O)N4CCOCC4)c3)C2=O)cc1 | 6%
O=C(CSc1nnc2scc(-c3ccccc3)n12)NCc1ccco1 | -8%
O=C(O)COc1ccccc1/C=N/NC(=O)CSc1nnc(SCc2cccc3ccccc23)s1 | -2%[57.5 µM]
O=S(=O)(c1cccc(NC(=S)NCc2ccco2)c1)N1CCOCC1 | 10%
CCOC(=O)c1sc(=S)n(CC)c1NC(=O)c1ccccc1 | 11%[57.5 µM]

A portion of the library; rates above refer to the full screens.
